# High-throughput results deposited in PubChem BioAssay by several laboratories.
# UBC9 SUMO inh: inhibitors of human SUMOylation (UBC9); P63279; HTRF SUMOylation assay, SAE1/SAE2 + UBC9, in vitro; inhibition, % at 35 µM; 290,000 tested, 0.36% active; AID 2006; in the data active means inhibition above about 50%, passing the limit was not always enough; inconclusive means no clear call, values can overlap the other calls; further: strong numbers were not always called active
# Target sequence (P63279 whole entry, looked up): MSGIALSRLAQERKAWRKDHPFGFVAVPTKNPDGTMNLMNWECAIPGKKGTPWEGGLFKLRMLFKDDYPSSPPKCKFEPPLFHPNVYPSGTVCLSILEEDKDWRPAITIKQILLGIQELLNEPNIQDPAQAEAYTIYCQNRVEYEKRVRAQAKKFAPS
# MEKK2mut PB1 HTS: signal of MEK5 binding to mutant human MEKK2 PB1 domain. bead flow cytometry, Alexa488-MEK5 binding to MEKK2 mutant. percent response, % at 10 µM. 290,000 tested, 0.35% active. AID 1530; in the data active means percent response above about 24%, passing the limit was not always enough; further: inactives centre near 1; some results filed as inactive read as strong as hits
# NS3 helicase inh: HCV NS3 helicase inhibition; NS3 helicase DNA unwinding, Cy5 molecular beacon fluorescence; inhibition, % at 10.9 µM; 290,000 tested, 0.56% active; AID 1800;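 active means inhibition above the mean of all tested compounds plus 3 SD, set per campaign, cut at about 35% in these data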;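 further: 0% = DMSO wells and 100% = thioflavine S control wells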
#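 assay system = NS3 helicase fragment of HCV | buffer or medium = MOPS pH 6.5, MgCl2, DTT, Tween20, BSA | timing = 60 min unwinding reaction at 25 °C after ATP addition | signal = Cy5 beacon fluorescence read at start and 1 h | read-out basis = % inhibition of unwinding | control set = low DMSO, high thioflavine S at 110 µM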
# IMP-1 inhibitor: blocks Pseudomonas aeruginosa IMP-1 metallo-beta-lactamase; purified IMP-1, nitrocefin hydrolysis, epi-absorbance fluorescence; 290,000 tested, 0.45% active; inhibition, % at 5.6 µM;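 active means inhibition above the mean plus 3 SD of all compounds in the same screening run, cut at about 4.5% in these data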;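 further: 0% = IMP-1 with DMSO and 100% = DMSO wells lacking enzyme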
#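 System: Purified recombinant IMP-1 metallo-beta-lactamase enzyme | Measured by: Fluorescence quenching readout, ex 480/em 530 nm | Replication: Singlicate | Incubation: 15 min preincubation plus 25 min reaction at 25 °C | Evaluation: Percent inhibition from optical density relative to buffer-blank wells | Benchmarks: DMSO with and without IMP-1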
# PfM18AAP inh: PfM18AAP enzyme inhibition; recombinant PfM18AAP, H-Glu-NHMec fluorogenic cleavage; inhibition, % at 7.35 µM; 290,000 tested, 1.2% active; AID 1822;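 active means inhibition above the campaign mean inhibition over all tested compounds plus 3 SD, cut at about 28% in these data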;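 further: 0% = plate median of test compound wells and 100% = 2 mM ZnCl2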
# NALP1 yeast inh: blocks the NALP1 inflammasome reconstituted in yeast; S. cerevisiae NALP1/ASC/caspase-1 growth, X-gal OD620, 72 h; inhibition, % at 10 µM; 280,000 tested, 0.61% active; AID 2071; in the data active means inhibition mostly above about 24%, no sharp cut-off; inactive means mostly below about 32%; further: some compounds called inactive have numbers as strong as hits
# DNA FID counter: displaces DNA intercalator in HCV helicase counter-screen; DNA fluorescent intercalator displacement, fluorescence; inhibition, % at 7.9 µM; 290,000 tested, 0.17% active; in the data active means inhibition above about 37%;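 further: 0% = vehicle and 100% = reference compound; higher means more ethidium bromide displaced from hairpin DNA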
# VIM-2 inhibitor: blocks Pseudomonas aeruginosa VIM-2 metallo-beta-lactamase | purified VIM-2, nitrocefin hydrolysis, epi-absorbance fluorescence | inhibition, % at 5.6 µM | 290,000 tested, 0.89% active | AID 1527;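 active means inhibition above the mean of all tested compounds plus 3 SD, cutoff set per screening run, cut at about 7.5% in these data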;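 further: red hydrolysis product quenches plate fluorescence so inhibitors raise well fluorescence; 0% = enzyme with DMSO and 100% = DMSO without enzyme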
# MEKK2 WT-MEK5: raises or lowers MEK5 binding to wildtype human MEKK2 PB1 domain. Q9Y2U5. bead flow cytometry, Alexa488-MEK5 binding to MEKK2 WT; actives lie on both sides. binding response (% of control), % at 10 µM. 290,000 tested, 1.1% active. AID 1531; in the data active means binding response below about 67% or above about 130%; inconclusive means no clear call, values can overlap the other calls; inactive means in between
# The depositor's hits bear a star; ? = inconclusive; · = not tested or not shown.
SMILES,UBC9 SUMO inh,MEKK2mut PB1 HTS,NS3 helicase inh,IMP-1 inhibitor,PfM18AAP inh,NALP1 yeast inh,DNA FID counter,VIM-2 inhibitor,MEKK2 WT-MEK5
O=C(NCCc1ccccc1)C1CCCN(c2nc3ccccc3s2)C1 (centres undefined),12,4,9,-1.9,4,29,-37,-2.0,102
COc1ccc(CNC(=O)CSc2nnc(-c3cccnc3)n2N)cc1,14,-3,3,-3.4,-4,1,2,0.2,94
CCc1cc2c(=O)c(-c3nc4ccccc4n3C)c(C)oc2c(CN2CCN(C)CC2)c1O,29,·,11,-3.2,-9,-83,-3,-1.3,·
CC(=O)c1cccc(OCC(O)CNCCc2ccc(Cl)cc2)c1 (centres undefined),14,22,-10,-1.1,-7,14,3,-0.2,115
NC(=O)C1CCN(C2=C(NS(=O)(=O)c3ccc(Cl)cc3)C(=O)c3ccccc3C2=O)CC1,52,-1,2,-2.1,3,33,-4,3.6,101
CC(=O)N1c2ccccc2C2(O)N=C(C)SC12 (centres undefined),8,-1,3,-3.9,42*,16,-5,-0.2,103
CCN(CC)S(=O)(=O)c1cccc(NC(=O)COC(=O)CCC(=O)c2ccc(F)cc2)c1,-4,1,-6,-0.4,1,26,-23,0.1,100
CCN(CC(=O)NCc1ccc(Cl)cc1)C(=O)c1ccc2cc(OC)ccc2c1,-10,4,8,-5.5,-3,14,-37,-2.7,101
O=C(Nc1nncs1)c1ccc(F)c(S(=O)(=O)N2CCCCC2)c1,8,-4,-7,-1.6,2,8,-10,-2.2,94
COCCn1nnnc1C(c1cccs1)N1CCCC(C)C1 (centres undefined),-5,-10,0,-2.1,1,1,-18,-2.8,90
O=c1c(Cl)c(NCc2ccccc2Cl)cnn1C12CC3CC(CC(C3)C1)C2,14,-2,-3,-3.0,2,26,-9,-0.3,91
COc1ccc(NC(=O)CCCn2nc(C)c3c(C)n(-c4ccccc4)nc3c2=O)cc1OC,-2,1,-4,-0.7,-4,8,-44,0.3,101
COc1ccc(NC(=O)C(=O)N/N=C/c2cccnc2)c(OC)c1,37,-2,1,-1.5,-10,3,-11,-1.4,92
O=S(=O)(NC1CCN(Cc2ccccc2)CC1)c1ccc2ccccc2c1,4,8,-16,-0.6,-13,-11,8,-0.1,114
Cc1ccc(S(=O)(=O)/N=C2\C=C(Nc3cccc(C(=O)O)c3)C(=O)c3ccccc32)cc1,?,-6,-11,-5.5,6,7,4,0.5,90
O=C(NCC(c1cccnc1)N1CCOCC1)NC1CCCCC1 (centres undefined),12,-4,-1,-1.1,-8,-1,-2,1.1,95
CCC/C(=N\NC(=O)Cc1csc(N2CCOCC2)n1)c1ccccc1,2,-3,9,-2.7,-4,-21,-14,0.0,92
CCn1c(SCc2nc3ccccc3[nH]2)nnc1-c1ccc(OC)cc1,14,6,-5,-1.1,-8,5,-17,-5.1,109
CC(=O)/C=C(\C)NCCNc1c(F)c(F)c(CO)c(F)c1F,-10,0,2,-1.6,2,30,-3,2.0,102
CC(C)CN(CC(C)C)C(=O)CCCC(=O)N(CC(C)C)CC(C)C,7,-2,3,-3.2,3,15,-38,-5.5,98
CSc1ccc(C(=O)C2CCCN(Cc3cccc4nccnc34)C2)cc1 (centres undefined),22,-3,-13,0.5,-6,·,20,2.3,87
Fc1ccc(NC(=S)NC2CCCCC2)c(F)c1F,4,12,0,-2.7,0,21,-1,-0.5,106
COc1cccc(CN(CC2CCCO2)S(=O)(=O)c2ccc(S(=O)(=O)N(C)C)cc2)c1 (centres undefined),17,4,-6,-2.4,-8,13,-20,-2.7,101
Cc1cccc(NC(=O)CN2C(=O)N/C(=C/c3cc(C)n(-c4ccncc4)c3C)C2=O)c1,-14,-3,-12,1.5,8,34,-7,-1.6,98
CC(C)n1nc(C(=O)N2CCN(S(=O)(=O)c3cccs3)CC2)c2ccccc2c1=O,8,12,-1,-2.1,-5,·,-26,-0.8,115

# Reformatted: results already given
molecule | UBC9 SUMO inh | MEKK2mut PB1 HTS | NS3 helicase inh | IMP-1 inhibitor | PfM18AAP inh | NALP1 yeast inh | DNA FID counter | VIM-2 inhibitor | MEKK2 WT-MEK5
O=S(=O)(NC1CCN(Cc2ccccc2)CC1)c1ccc2ccccc2c1 | 4 | 8 | -16 | -0.6 | -13 | -11 | 8 | -0.1 | 114
Cc1ccc(S(=O)(=O)/N=C2\C=C(Nc3cccc(C(=O)O)c3)C(=O)c3ccccc32)cc1 | ? | -6 | -11 | -5.5 | 6 | 7 | 4 | 0.5 | 90
O=C(NCC(c1cccnc1)N1CCOCC1)NC1CCCCC1 (centres undefined) | 12 | -4 | -1 | -1.1 | -8 | -1 | -2 | 1.1 | 95
CCC/C(=N\NC(=O)Cc1csc(N2CCOCC2)n1)c1ccccc1 | 2 | -3 | 9 | -2.7 | -4 | -21 | -14 | 0.0 | 92

# (more compounds)
SMILES,UBC9 SUMO inh,MEKK2mut PB1 HTS,NS3 helicase inh,IMP-1 inhibitor,PfM18AAP inh,NALP1 yeast inh,DNA FID counter,VIM-2 inhibitor,MEKK2 WT-MEK5
Cc1cc(/C=N/NC(=O)c2c(Br)cnn2C)c(C)n1-c1cccc(Br)c1,-9,1,-11,-3.3,2,23,-17,-4.3,105
C=CCN1CCN(C(c2ccccc2)c2nnnn2CCC(C)C)CC1 (centres undefined),-17,2,3,-4.5,-10,19,9,-2.3,107
COc1cccc(CNC(=O)C2CCCN(c3nn4c(=O)cc(C)nc4s3)C2)c1 (centres undefined),-7,9,-5,-0.7,-5,8,-7,0.7,103
CCOc1ccccc1Nc1nc(N)nc(CN2CCCCC2C)n1 (centres undefined),2,-10,-4,-1.9,-5,-9,9,-4.1,94
CCOc1cc(C2CC(=O)NC3=C2C(=O)C(C(=O)OC)C(C)C3)cc(Br)c1O (centres undefined),-9,5,12,3.8,19,5,0,-0.5,98
CC(C)NC(=O)C1(c2ccccc2)CC1(Cl)Cl (centres undefined),-1,0,-1,0.5,1,30,0,-1.9,102
CN(C)C(=O)c1ccccc1-c1ccccc1,7,-4,3,-2.2,5,6,-2,-3.1,94
COc1cccc(CN(C)C(=O)c2sccc2-c2ccccc2)c1OC,7,13,-3,-1.0,8,7,-44,-1.4,107
CCSc1nc2ccc(C)cc2cc1C#N,5,-6,-7,-0.7,2,-2,-3,0.1,92
COc1ccc(NC(=S)NCCN2CCOCC2)cc1,-16,-12,2,1.1,-5,-11,11,-2.2,89
COc1ccccc1/C=C/C1NC(=O)NC(C)=C1C(=O)OC(C)C (centres undefined),16,1,4,0.0,-5,-3,-2,-0.8,84
O=C(Nc1c2c(nn1-c1ccc([N+](=O)[O-])cc1)CS(=O)(=O)C2)C1CC1,-10,-1,11,-3.7,-1,24,2,-2.0,99
Cc1ccc(CNc2ccc3c(c2)nc(C)n3C)cc1,-5,9,-4,-3.5,17,11,8,-1.6,105
COc1ccc(-c2[nH]c(-c3ccc(C(=O)O)cc3)nc2-c2ccccc2)cc1,?,-6,2,-1.8,1,4,-33,-1.3,90
CCOC(=O)C1=C(C)Nc2ccccc2N=C1NC(=O)Cc1ccc(OC)cc1,4,18,4,-2.7,-11,22,-10,-1.5,113
Cc1ccccc1CNC(=O)c1ccc2ccccc2n1,-3,6,-20,-3.9,1,-10,-30,-4.9,105
O=C(Nc1cccnc1)C1(c2ccccc2)CCCC1,8,5,-6,-4.7,-2,-7,-3,-0.9,109
CC(=O)/C(=N/Nc1ccc(Br)cc1)Sc1cccc2cccnc12,1,6,-4,-2.5,1,12,2,-1.6,103
CCCCn1c(NCc2ccccn2)nc2ccccc21,-1,4,2,-3.5,-6,-14,2,-2.6,106
COC(=O)COC(=O)c1ccc(O)cc1,13,3,3,-3.1,2,3,-1,-3.9,103
Cc1ccc(NC(=O)C2CC(=O)OC23CCOC(C)(C)C3)cc1 (centres undefined),3,3,6,-0.6,1,-10,7,-0.9,100
Nc1nc(N2CCN(Cc3ccccc3)CC2)n[nH]1,-7,-6,-6,-0.2,24,3,-2,2.2,97
COCCSc1nnc(NC(=O)COc2ccc3c(c2)OCO3)s1,-7,2,10,1.4,3,-29,-18,-0.4,104
Cc1cc(C(=O)OCC(=O)N2CCOCC2)c2ccccc2n1,22,6,7,-3.9,3,8,-2,-1.1,110
N#CC1=C2SCC(O)(c3ccccc3)N2C(=O)CC1c1cccs1 (centres undefined),-9,3,-8,-3.6,20,-14,-9,-3.3,100
# Next part:
SMILES,UBC9 SUMO inh,MEKK2mut PB1 HTS,NS3 helicase inh,IMP-1 inhibitor,PfM18AAP inh,NALP1 yeast inh,DNA FID counter,VIM-2 inhibitor,MEKK2 WT-MEK5
CC(=O)c1cnc2cc(-c3ccc(C)cc3)nn2c1C,2,6,-7,-3.1,0,23,0,-1.2,101
COC(=O)Cn1c(=NC(=O)CSC(C)=O)sc2ccccc21,7,5,-1,-3.4,16,22,2,0.8,112
COc1cc(-c2cc(C(=O)Nc3ccc(O)cc3)c3ccccc3n2)cc(OC)c1OC,2,-13,-5,-2.7,3,2,-22,-3.7,87
CCn1c(=O)n(CC(=O)N2CC(C)CC(C)C2)c(=O)c2ccccc21 (centres undefined),7,1,3,0.0,-1,-2,-14,-1.6,100
COc1ccc(Cl)cc1NC(=O)c1cccc(NC(=O)CCC(=O)O)c1,-13,-2,-8,-1.5,-5,5,-14,-1.2,101
O=C(CN1CCC(n2cnc3cc(F)ccc32)CC1)Nc1ccccc1Br,-8,-10,-31,-2.0,1,1,-27,9.8*,85
O=C(N/N=C/c1cccc([N+](=O)[O-])c1)c1cc2ccccc2o1,7,-1,-4,-2.8,3,25,-1,-1.3,91
Cc1cc(NC(=O)CSc2nnc(-c3ccc(O)cc3)o2)no1,18,24,-9,-2.8,38*,16,-2,-4.9,114
CCOC(=O)N1CCC(N2Cc3cccc(C(=O)Nc4ccccc4OC)c3C2=O)CC1,14,4,-6,-1.1,-9,12,-50,-0.2,101
Cc1ccc(C)c(NC(=O)C2CC(Cl)=CCC2C(=O)O)c1 (centres undefined),9,6,0,-2.7,-1,-18,5,-1.2,111
Cc1ccc(/C(O)=C2/C(=O)C(=O)N(CCN3CCOCC3)C2c2cccs2)cc1 (centres undefined),20,·,-4,-1.4,-10,0,-6,-1.3,·
S=C1NC(c2ccccc2)=CC(c2ccccc2)N1 (centres undefined),6,-2,6,-3.6,1,10,-7,-2.5,94
Cc1ccc(NC(=O)C(c2ccc(Cl)cc2Cl)N2CCCC2)cc1 (centres undefined),-28,1,-13,-2.3,-3,31,-4,-2.5,107
CCN1C(=O)c2cccc3cccc1c23,17,1,5,-2.3,5,10,-3,-2.3,101
O=C(CN1CCCC1)Nc1ccc(Br)cc1,0,1,-11,-4.7,-5,21,10,0.9,106
Cc1nnc(SCC(=O)Nc2ccc(Cl)cn2)s1,-2,-1,-6,-3.0,-11,28,0,-2.0,104
Cc1ccc2oc(C(=O)Nc3nnc(C)s3)c(C)c2c1,3,0,-3,-0.7,6,-3,-6,-1.4,99
O=C(CSc1nnc(CN2CCOCC2)n1-c1ccc(Cl)cc1)Nc1cc(Cl)ccc1O,13,-4,3,-3.7,3,12,-16,-2.6,95
COc1ccc(N(C)C(=S)Nc2ccc3nc(C)c(C)nc3c2)cc1,23,4,-6,-1.4,15,41,-2,-4.8,108
S=c1[nH]nc(-c2cccs2)n1/N=C/c1cn(-c2ccccc2)nc1-c1ccc(Cl)cc1,·,-2,1,-4.2,0,·,-2,-3.4,94
